# Screening results from PubChem.
# GAA spleen mod = inhibitors or activators of human alpha-glucosidase in spleen homogenate; P10253; human spleen homogenate, 4-MU-alpha-glucoside fluorescence; Potency, µM (titrated, usually from 79.9 µM), without a hit: at the highest dose activity change, negative = inhibition, usual class: inhibitors; actives 0.006% (n = 240,000); AID 2112;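 further: 0% = enzyme with vehicle and -100% = no enzyme basal signal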
#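 Human spleen homogenate (1 ug) with 4-methylumbelliferyl-alpha-D-glucopyranoside (1 mM final) in 50 mM citrate/phosphate pH 5.0, 0.01% Tween-20; 40 min at 37 C. Stopped at pH 10; 4-MU fluorescence Ex 365/Em 440 nm; AC50 by Hill fit.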
# TR SRC2 fluor cs = counter-screen for TRb-SRC2 inhibitors: fluorescence interference | TRb/SRC2 Texas Red total fluorescence interference | Potency, µM (series often up to 106 µM), without a hit: top-dose fluorescence change, negative = quenching | actives 0.29% (n = 280,000); active means well fitted curve in either direction with a large enough effect; inconclusive means small, poorly fitted or top-dose-only effect
#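 Human TRβ ligand-binding domain (0.6 uM) and Texas Red SRC2 peptide (20 nM) in Tris buffer with 1 uM T3 and 5% DMSO were incubated with pinned compound for 5 hr at ambient temperature. Total fluorescence was computed as S + 2P (555/632 nm).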
# GAA inhib = blocks human lysosomal alpha-glucosidase. P10253. purified human GAA, 4-MU-alpha-glucoside fluorescence. Potency, µM (series often up to 76.9 µM), for the others: at the top dose activity change, negative = inhibition, hits mostly inhibitors. actives 0.005% (n = 200,000);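 further: plate controls were uninhibited enzyme wells for no effect and no-enzyme background for full effect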
#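 Enzyme (4 nM final) mixed with compound (up to 77 uM), then 4-MU-alpha-D-pyranoside (400 uM final) added; 20 min at room temperature, pH 5.0. Reaction stopped at pH 10, fluorescence read, AC50 derived by Hill fit.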
# RECQ1 inh = inhibitors of human RECQ1 DNA helicase. RECQ1 DNA unwinding, red fluorescence kinetic read. P46063. actives 0.54% (n = 240,000). Potency, µM (top dose mostly 57.3 µM), without a hit: at the top dose activity, negative = inhibition, usual class: inhibitors;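 further: plate controls were vehicle for no effect and no enzyme for full effect; nearly all actives have a fitted effect of over 30% in size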
# Target sequence (P46063 whole entry, looked up): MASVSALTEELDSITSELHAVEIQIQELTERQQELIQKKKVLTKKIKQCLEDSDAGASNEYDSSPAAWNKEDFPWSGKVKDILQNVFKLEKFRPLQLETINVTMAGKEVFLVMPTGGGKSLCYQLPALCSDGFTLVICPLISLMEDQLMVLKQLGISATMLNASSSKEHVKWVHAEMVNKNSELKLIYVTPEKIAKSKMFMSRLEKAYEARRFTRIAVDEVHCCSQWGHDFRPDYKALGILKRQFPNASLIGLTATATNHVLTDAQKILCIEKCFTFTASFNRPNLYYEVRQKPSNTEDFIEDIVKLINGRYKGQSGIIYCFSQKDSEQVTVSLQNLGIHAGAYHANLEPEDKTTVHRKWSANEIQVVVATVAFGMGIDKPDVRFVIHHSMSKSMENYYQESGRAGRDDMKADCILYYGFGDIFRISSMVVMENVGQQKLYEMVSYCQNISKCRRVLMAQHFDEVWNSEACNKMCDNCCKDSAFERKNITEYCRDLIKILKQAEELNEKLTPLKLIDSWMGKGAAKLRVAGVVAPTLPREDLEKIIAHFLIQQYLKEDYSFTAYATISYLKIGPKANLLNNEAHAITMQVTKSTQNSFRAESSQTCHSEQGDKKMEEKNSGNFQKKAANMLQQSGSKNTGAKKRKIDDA
#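 50 nM RECQ1T1 preincubated 15 min with compound in Tris pH 8.0 buffer with MgCl2, DTT, Tween-20 and 2.5 ug/ml poly(dI-dC); started with 200 nM TAMRA/BHQ-2 forked duplex and 2 mM ATP. Unwinding read as fluorescence (525/598 nm), two reads 2 h apart.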
# L3MBTL1 inh = blocks human L3MBTL1; Potency, µM (doses to about 57.1 µM), for the others: at the top dose activity, negative = inhibition, hits mostly inhibitors; Q9Y468; AID 485360; actives 0.66% (n = 230,000); AlphaScreen L3MBTL1–H3K9me1 peptide binding; further: nearly all actives have a fitted effect of over 60% in size
#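 L3MBTL1 (50 nM) pre-complexed 30 min with biotinylated H3(1-15)K9me1 peptide (75 nM), then compounds added for 30 min at room temperature; AlphaScreen streptavidin donor/nickel chelate acceptor beads (10 ug/mL final) read after 30 min dark incubation.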
# GAA glycogen mod = alters human alpha-glucosidase cleavage of glycogen; P10253; recombinant GAA, glycogen substrate, Amplex Red glucose oxidase fluorescence; Potency, µM (titrated, usually from 76.4 µM), inactives show at the highest dose activity change, negative = inhibition, actives largely listed as inhibitors; actives 0.38% (n = 300,000); AID 2100;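 further: 0% = full enzyme reaction and -100% = no-enzyme basal signal; the screen sought inhibitors and activators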
#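 qHTS, 1536-well; enzyme 4 nM final; cpd up to 77 uM; substrate bovine liver glycogen 30 ug; 50 mM citrate/phosphate pH 5.0, 0.01% Tween-20; 37 C, 40 min; Amplex Red detection 45 min RT; Hill fit → AC50.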
# RGS12 GoLoco inh = blocks human Gai1 binding to RGS12 GoLoco peptide, red readout; Potency, µM (highest dose often 61.6 µM), for the others: top-dose activity, negative = inhibition, actives largely listed as inhibitors; actives 0.44% (n = 230,000); Gai1:RGS12 GoLoco peptide FP, rhodamine, 10 min; P63096; active means well fitted inhibition curve with a large enough effect, not every such curve was filed as active; inactive means no such curve, though single readings can be large or run the other way; further: nearly all actives have a fitted effect of over 30% in size; many of its hits are not listed in these tables
# Target sequence (P63096 whole entry, looked up): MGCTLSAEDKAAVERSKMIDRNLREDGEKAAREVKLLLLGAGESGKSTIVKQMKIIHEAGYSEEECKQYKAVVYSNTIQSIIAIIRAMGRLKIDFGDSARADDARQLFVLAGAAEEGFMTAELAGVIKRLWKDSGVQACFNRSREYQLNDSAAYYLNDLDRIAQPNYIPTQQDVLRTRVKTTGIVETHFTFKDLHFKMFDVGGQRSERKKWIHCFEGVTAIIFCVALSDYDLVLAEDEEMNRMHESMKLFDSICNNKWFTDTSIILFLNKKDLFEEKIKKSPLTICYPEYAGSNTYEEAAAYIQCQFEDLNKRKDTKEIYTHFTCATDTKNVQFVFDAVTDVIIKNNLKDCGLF
# TRb SRC2 PPI = disrupts binding of human TR beta to SRC2. P10828. TRbeta-SRC2 peptide binding, fluorescence polarization; receptor liganded with 1 µM T3. Potency, µM (top dose mostly 106 µM), for inactives: top-dose activity change, negative = inhibition, usual class: inhibitors. actives 0.065% (n = 280,000). AID 1469;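 further: plate controls were bound peptide for no effect and peptide without receptor for full effect; nearly all actives have a fitted effect of over 50% in size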
#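 Fluorescence polarization of 20 nM Texas Red SRC2 peptide with 0.6 uM human TRb ligand-binding domain, in Tris buffer with 1uM T3 and 5% DMSO. Incubated 5 hr ambient; normalized to unbound and bound controls.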
# * = called active by the depositor; i = inactive; ? = inconclusive; . = not tested or not shown; & = joins results of further samples; [ ] = remark or other dose. Unless noted, the call rests on the fitted dose curve; in most records, active means well fitted curve in the direction sought with a large enough effect; inconclusive means small, poorly fitted or top-dose-only effect, or another doubt; inactive means no such curve, though single readings can be large; an effect the other way counts as inactive or inconclusive. Unless noted, on the % scale 0 is the no-effect control and ±100 the full control effect; potency means the concentration at half of the fitted maximal effect. A portion of the library; count on the stated rates, not on these rows.
SMILES,GAA spleen mod,TR SRC2 fluor cs,GAA inhib,RECQ1 inh,L3MBTL1 inh,GAA glycogen mod,RGS12 GoLoco inh,TRb SRC2 PPI
COc1cccc(/C=C/C(=O)NCCc2ccc(OC)c(OC)c2)c1,-6%,-5%,-4%,-7%,-1%,11%,3%,-3%
NC(=NC(=O)c1ccc(OCC(F)(F)F)nc1)c1ccc(Cl)cc1,-7%,0%,.,-9%,16%,-22%,4%,1%
C#CC1(NC(=O)NCCCC)CCCCC1,4%,-1%,.,i,11%,-1%,-3%,1%
COC(=O)c1noc(C)c1-c1ccnn1C(=O)c1ccc(C)cc1,-2%,-6%,-3%,i,14%,10%,7%,0%
CCn1c(SCC(=O)N2CCCC2)nc2c(c1=O)SC(C)C2 (stereo not drawn),4%,3%,3%,i,1%,-5%,-6%,-7%
O=C(Nc1ccn(Cc2ccccc2F)n1)c1ccc(COc2cc(Cl)ccc2Cl)o1,5%,0%,-6%,-5%,-11%,-5%,6%,-3%
O=C(Nc1nc2c(ccc3ccccc32)s1)c1ccco1,-8%,-4%,-14%,-3%,-2%,-13%,-8%,1%
Cc1ccc(-c2cc(C(F)(F)F)c(C#N)c(SCC(=O)O)n2)cc1,7%,-4%&1%,4%,-7%,2%,-8%,8%,2%&10%
CCOC(=O)CCC(NC(=O)c1ccccc1C(=O)NC(CCC(=O)OCC)C(=O)OCC)C(=O)OCC (stereo not drawn),.,-5%,?,-3%,22%,-6%,-25%,-5%
CC1(C)C2CCC(C2)C1(C)NC(=O)CNC1CCCCC1 (stereo not drawn),-2%,-2%,0%,-13%,16%,3%,-13%,0%
Cc1nn(-c2ccccc2)c(C)c1C(=O)NCc1cccs1,2%,0%,-2%,-6%,5%,6%,9%,-6%
Cc1ccc(S(=O)(=O)N2CCCC2C(=O)NC2=NCCS2)cc1 (stereo not drawn),-1%,-8%,-9%,8%,-5%,-21%,-8%,-7%
CN(Cc1nc(C(c2ccccc2)c2ccccc2)no1)CC1COCCO1 (stereo not drawn),9%,-5%,?,-3%,7%,-7%,6%,-3%
COc1ccccc1/C=C/c1nc(C#N)c(N(C)C)o1,.,-3%,.,.,-1%,-1%&-9%[76.3 µM],.,-1%
COc1ccc(OC)c(S(=O)(=O)N2CCCCCC2)c1,-3%,2%,-12%,4%,-1%,6%,2%,1%
Cc1nnc(Sc2cc(NCCO)c([N+](=O)[O-])c3nonc23)s1,-4%,-2%,-4%,i,2%,-9%,-35%,2%
COc1ccc2ncc(S(=O)(=O)c3ccccc3)c(N3CCN(c4ccccc4)CC3)c2c1,-13%,-1%,-1%,-10%,-25%,9%,5%,1%
COc1cc(C2C(C(=O)Nc3ccc(F)cc3)=C(C)Nc3nc(CCCO)nn32)cc(OC)c1OC (stereo not drawn),-2%,3%,4%,-7%,.,-2%,11%,6%
CC1(OC(=O)C2CCCC2)C(=O)C=C2C=C(c3ccsc3)N(CCCCO)C=C2C1=O (stereo not drawn),-2%[17.4 µM],-1%[11.2 µM],.,-1%[11.5 µM],.,5%,-7%[14.2 µM],9%[11.2 µM]
Cc1ccc(OCCOCCOc2cccc3cccnc23)c(Br)c1,-6%,-2%,-6%,-9%,3%,-5%,6%,7%
COc1ccc(-c2nnc3ccc(SCC(=O)NCC4CCCO4)nn23)cc1 (stereo not drawn),-13%,-1%,-3%,-6%,-1%,4%,-1%,-5%
COC(=O)C1C(=O)C=C(Nc2ccc(F)cc2F)CC1c1ccccc1 (stereo not drawn),2%,1%,0%,-5%,3%,-3%,8%,-1%
Clc1ccc(OCc2nn3c(C4CCCCC4)nnc3s2)cc1,0%,0%,?,-10%,-3%,-4%,0%,-10%
NC(=O)/C=C\C(=O)Nc1cccc(C(F)(F)F)c1,1%,-2%,-5%,2%,-3%,6%,-16%,1%
Cc1ccc(C(C(=O)NC(C)(C)C)N(Cc2ccccc2)C(=O)c2snc(C(N)=O)c2N)o1 (stereo not drawn),-10%,-11%,-2%,-20%,-2%,-8%,6%,-8%

# Arranged by molar mass (falling): part of the list above
SMILES,GAA spleen mod,TR SRC2 fluor cs,GAA inhib,RECQ1 inh,L3MBTL1 inh,GAA glycogen mod,RGS12 GoLoco inh,TRb SRC2 PPI
CCOC(=O)CCC(NC(=O)c1ccccc1C(=O)NC(CCC(=O)OCC)C(=O)OCC)C(=O)OCC (stereo not drawn),.,-5%,?,-3%,22%,-6%,-25%,-5%
COc1cc(C2C(C(=O)Nc3ccc(F)cc3)=C(C)Nc3nc(CCCO)nn32)cc(OC)c1OC (stereo not drawn),-2%,3%,4%,-7%,.,-2%,11%,6%
NC(=NC(=O)c1ccc(OCC(F)(F)F)nc1)c1ccc(Cl)cc1,-7%,0%,.,-9%,16%,-22%,4%,1%
COC(=O)C1C(=O)C=C(Nc2ccc(F)cc2F)CC1c1ccccc1 (stereo not drawn),2%,1%,0%,-5%,3%,-3%,8%,-1%
Cc1ccc(-c2cc(C(F)(F)F)c(C#N)c(SCC(=O)O)n2)cc1,7%,-4%&1%,4%,-7%,2%,-8%,8%,2%&10%
CCn1c(SCC(=O)N2CCCC2)nc2c(c1=O)SC(C)C2 (stereo not drawn),4%,3%,3%,i,1%,-5%,-6%,-7%
COC(=O)c1noc(C)c1-c1ccnn1C(=O)c1ccc(C)cc1,-2%,-6%,-3%,i,14%,10%,7%,0%
Cc1nn(-c2ccccc2)c(C)c1C(=O)NCc1cccs1,2%,0%,-2%,-6%,5%,6%,9%,-6%
O=C(Nc1nc2c(ccc3ccccc32)s1)c1ccco1,-8%,-4%,-14%,-3%,-2%,-13%,-8%,1%
COc1ccccc1/C=C/c1nc(C#N)c(N(C)C)o1,.,-3%,.,.,-1%,-1%&-9%[76.3 µM],.,-1%

# Additional compounds
SMILES,GAA spleen mod,TR SRC2 fluor cs,GAA inhib,RECQ1 inh,L3MBTL1 inh,GAA glycogen mod,RGS12 GoLoco inh,TRb SRC2 PPI
COc1ccc(S(=O)(=O)N(CCc2ccccc2)CC(=O)NCCCO)cc1,2%,-7%,1%,i,-6%,-6%,2%,-3%
CCOc1ccc(-c2nc(C#N)c(NCc3ccc4c(c3)OCO4)o2)cc1,-7%,-1%,3%,-11%,-2%,-6%,6%,6%
Cc1cccc(C(=O)c2cnc3ccccc3c2-c2ccccc2)c1,-2%,3%,-10%,i,.,-4%,4%,-17%
CC1(C(=O)OCC(=O)NC(=O)NCc2ccccc2)CC1(Cl)Cl (stereo not drawn),-3%,-6%,-11%,-20%,4%,1%,121%[activator],3%
Cc1ccc(S(=O)(=O)N2CCC(C(=O)N3CCC[C@H]3C(=O)NCc3ccco3)CC2)cc1,-4%,-6%,-17%,i,-5%,0%,-2%,2%
O=C(CSc1nccc(=O)[nH]1)Nc1ccc(Br)c(Cl)c1,-18%,-4%,-7%,-2%,-2%,-2%,6%,3%
CCCC(=O)Nc1nnc(Sc2ccc(N(C)C)cc2)s1,-5%,-1%,1%,-6%,4%,-1%,-6%,1%
Cc1cccc(C)c1OCC(O)CN1CCN(c2ccccc2)CC1 (stereo not drawn),-1%,-1%,?,i,-12%,-9%,16%,-1%
Cc1cc(C(=O)OCC(=O)Nc2cccnc2Cl)c2ccccc2n1,5%,2%,4%,i,3%,23%,7%,3%
Cc1ccc(S(=O)(=O)NC(=O)Nc2cc(C)on2)cc1,0%,-5%,4%,i,1%,14%,-1%,-3%
Cc1ccc(CCNC(=O)C2CC(c3cccc(F)c3)=NO2)cc1 (stereo not drawn),2%,-4%,.,i,.,17%,2%,4%
O=C(Nc1ccc(S(=O)(=O)NCCc2ccccc2)cc1)c1ccc(Br)o1,-13%,-5%,-8%,i,.,-9%,15%,-7%
Cc1ccccc1C(=O)NC(=S)Nc1ccccc1[N+](=O)[O-],-5%,-5%,3%,i,-1%[11.4 µM],1%,7%,8%
CC(Oc1ccc(-c2ccccc2)c(F)c1)c1ccn(S(=O)(=O)c2ccc(Cl)cc2)n1 (stereo not drawn),1%,1%,?,-14%,13%,-10%,6%,7%
CCCc1nc2sc3ccccc3c(=O)c2c(=O)n1Cc1ccc(OC)cc1,5%,4%,.,i,7%,9%,12%,6%
O=C(Nc1cccc(S(=O)(=O)N2CCOCC2)c1)c1cc2c(s1)CCC2,-5%,0%,-9%,-11%,.,-13%,16%,3%
C/C(=N\NC1=NCCN1)c1ccc(Cl)cc1,3%,2%,.,-7%,-6%,0%,3%,1%
CCOc1cccc(CNn2cnnc2)c1OCc1ccccc1Cl,-3%,1%,0%,-12%,-2%,2%,6%,10%
CCCCSc1nnc(CNC(=O)C23CC4CC(CC(C4)C2)C3)n1Cc1ccccc1,-6%,1%,-10%,-8%,-7%,7%,3%,-8%
O=[N+]([O-])c1cc(S(=O)(=O)N2CCCCCC2)ccc1Cl,-1%,0%,?,i,-14%,14%,9%,-3%
O=C(C1CC1)N1CCN=C1SCc1ccccc1Cl,10%,0%,-8%,-10%,.,-9%,3%,-8%
COc1cccc2sc(Nc3nc(-c4cc5ccccc5oc4=O)cs3)nc12,4%,1%,9%,i,-2%,-2%,34%[activator],-20%
CSCCC(NC(=O)c1ccc(Cl)cc1Cl)C(=O)OCC(N)=O (stereo not drawn),6%,-1%,.,-6%,.,0%,7%,3%
O=c1[nH]c2ccccc2nc1/C=C(\O)C(F)F,-2%,2%,1%,2%,-6%,0%,35%[activator],10%
